# All columns: NCI-60 one-dose screen, growth in % after 48 h at 10 µM unless noted; 100 = growth as untreated, 0 = no growth, -100 = all killed.
# OVCAR-3 – OVCAR-3 ovarian cancer. 7% of 79,000 active
# SF-295 – SF-295 CNS cancer cells; 5.6% of 79,000 active
# DU-145 – DU-145 prostate cancer | 4.2% of 81,000 active
# PC-3 – PC-3 prostate cancer cells | 3.9% of 80,000 active
# OVCAR-8 – OVCAR-8 ovarian cancer; 4.4% of 81,000 active
# OVCAR-5 – OVCAR-5 ovarian cancer; 2.9% of 82,000 active; AID 1794783
# U251 – U251 CNS tumor cells; 5.4% of 80,000 active; AID 1794753
# OVCAR-4 – OVCAR-4 ovarian cancer cells. 3.7% of 80,000 active. AID 1794784
# SK-OV-3 – SK-OV-3 ovarian cancer cells. AID 1794785. 3.2% of 80,000 active
# An asterisk follows results filed as active; . = not tested or not shown; [ ] = dose if it differs, or a comment. The calls were made as follows: active = growth percent below 10; inactive = the rest.
(1) CCOC(=O)C1CCCCC1=O (stereo not given)
(2) CC1(C)CC(=O)C2=C(C1)N(Cc1ccc(C(=O)O)cc1)C1=C(C(=O)CC(C)(C)C1)C2c1ccccc1
(3) C=C1C(=O)O[C@H]2[C@H]1CC/C(COC(=O)CCSSCCC(=O)OC/C1=C/CC[C@@]3(C)O[C@H]3[C@H]3OC(=O)C(=C)[C@@H]3CC1)=C\CC[C@@]1(C)O[C@@H]21
(4) CCS(=O)(=O)CCCl
(5) COc1ccc(-n2c(SCCc3c[nH]c4ccccc34)nnc2-c2ccncc2)cc1
(6) Cc1cc(Br)cc(C)c1NC(=S)NN
(7) CCC(C(=O)O)C(=O)O
(8) N#Cc1c(NC(=O)c2ccc([N+](=O)[O-])o2)[n+]([O-])c2cc(F)c(F)cc2[n+]1[O-]
(9) CC1(C)CC(=O)C2=C(C1)N(c1ccc(F)cc1F)C(N)=C(C#N)C2c1cc(Br)ccc1F (stereo not given)
(10) Cc1c(Cl)ccc([N+](=O)[O-])c1Cl
assay / entry	1	2	3	4	5	6	7	8	9	10
OVCAR-3	112.8	115.9	-35.8*	115.9	.	107.6	107.5	122.0	99.7	126.1
SF-295	97.4	103.0	72.9	101.8	93.4	97.2	.	97.0	104.6	110.4
DU-145	.	108.8	10.7	96.8	103.7	106.4	108.5	126.5	95.4	113.9
PC-3	92.5	108.5	-11.6*	99.5	79.9	90.0	95.0	98.8	76.8	90.4
OVCAR-8	102.5	107.1	.	104.2	90.4	104.1	101.0	68.0	86.7	106.1
OVCAR-5	96.3	106.5	17.7	104.6	101.2	96.1	98.1	107.8	106.6	111.7
U251	99.4	107.2	-12.0*	102.2	92.3	96.7	98.8	102.1	94.8	101.5
OVCAR-4	99.9	100.5	29.9	101.4	90.5	100.9	108.8	101.8	83.1	108.5
SK-OV-3	95.1	104.3	89.9	104.3	92.6	118.5	95.1	128.7	131.4	101.7

(11) COc1cccc(CCNc2ncnc3c2ncn3Cc2nnc3c4ccccc4c(Cl)nn23)c1
(12) Nc1cc[n+](CC(=O)N2CCN(c3cc4c(cc3F)c(=O)c(C(=O)O)cn4C3CC3)CC2)cc1
(13) CCCN(CCC)C(=O)C(c1ccccc1)C1(O)CCCCC1 (stereo not given)
(14) O=C(CSc1nnc(-c2c[nH]c3ccccc23)n1-c1ccccc1)Nc1ccc(C(=O)/C=C/c2cccc([N+](=O)[O-])c2)cc1
(15) CC(C)=CC/C=C(/C)[C@H]1CC[C@]2(C)[C@@H]1CC[C@@H]1[C@@]3(C)CCCNC(C)(C)[C@@H]3CC[C@]12C
(16) Cc1nc(C)c(CSC2N=C(c3ccc(F)cc3)c3cnn(-c4ccccc4)c3N2)nc1C (stereo not given)
(17) N#Cc1c(Nc2ccccc2)nn2cc(-c3nc4ccccc4s3)c(N)nc12
(18) COc1ccc(C(Cc2ccccc2)[N+]2(C)CCCCC2)cc1 (stereo not given)
(19) CCOC(=O)C1CCN(S(=O)(=O)c2ccc(Oc3ccc(S(=O)(=O)N4CCC(C(=O)OCC)CC4)cc3)cc2)CC1
(20) O=C(Nc1ccccc1)c1ccncc1
assay / entry	11	12	13	14	15	16	17	18	19	20
OVCAR-3	64.0	101.7	106.1	103.5	-47.8*[100 µM]	107.3	97.0	104.5	101.9	108.3
SF-295	89.9	100.1	107.8	88.4	-77.8*[100 µM]	93.3	99.0	102.2	94.4	95.5
DU-145	50.5	105.5	108.5	95.9	-78.7*[100 µM]	108.2	66.0	106.7	107.3	103.0
PC-3	59.5	96.6	82.5	87.0	-65.0*[100 µM]	84.9	73.4	90.2	85.1	86.0
OVCAR-8	40.3	101.0	99.8	97.2	-29.5*[100 µM]	90.2	70.7	.	99.7	96.2
OVCAR-5	101.7	110.0	100.3	103.3	-85.9*[100 µM]	92.2	88.5	96.9	108.2	95.9
U251	50.7	109.3	98.6	92.5	-63.3*[100 µM]	.	84.2	99.9	102.9	91.1
OVCAR-4	57.5	100.7	98.0	84.2	.	91.3	-13.7*	102.7	107.6	93.5
SK-OV-3	3.2*	.	104.1	106.2	-66.8*[100 µM]	96.2	90.2	101.0	113.1	93.1

(21) O=C1/C(=C/c2ccc(OCCCc3ccccc3)cc2)Oc2cc(OCCN3CCCCC3)ccc21
(22) CCCCCCCCCCOC(=O)N1C(=O)NC(=O)C1c1ccccc1 (stereo not given)
(23) COc1ccc(NCc2ccc(C)cc2)cc1
(24) CC1=NNC(=O)[C@@H]1C1c2ccccc2Oc2c1c(=O)n(C)c(=O)n2C (stereo not given in full)
(25) O=S(=O)(Oc1ccc(-c2cn3ccoc3n2)cc1)c1cc(C(F)(F)F)cc(C(F)(F)F)c1
(26) Nc1nc(Cl)nc2c1ncn2C1O[C@H](CO)[C@@H](O)[C@@H]1F (stereo not given in full)
(27) Cc1ccccc1C#N
(28) CC(C)(C)c1cc(-n2c(-c3cc4ccccc4[nH]c3=O)nc3cc(C(=O)Nc4ccc(Cl)cc4)ccc32)n[nH]1
(29) COc1cc(-c2nc3ccc(C(=O)O)cc3[nH]2)ccc1OCC(=O)NNC(=O)NCc1ccccc1
(30) COc1ccc(Cn2cc(C(=O)N=Nc3c(O)[nH]c4ccc(C)cc34)nn2)cc1
assay / entry	21	22	23	24	25	26	27	28	29	30
OVCAR-3	79.9	114.5	95.6	108.4	.	60.7	125.5	108.8	103.8	107.6
SF-295	92.1	82.2	92.4	96.1	95.1	14.2	98.4	96.3	100.0	111.2
DU-145	83.3	123.1	104.9	108.9	105.7	-3.8*	118.8	101.4	108.3	96.0
PC-3	65.7	93.8	91.8	96.6	95.3	60.5	107.2	91.2	97.9	97.3
OVCAR-8	91.5	114.8	92.9	93.7	104.6	27.1	106.7	94.4	103.0	103.8
OVCAR-5	89.7	113.9	99.8	104.6	104.4	47.4	105.2	93.7	97.7	104.8
U251	69.1	100.6	87.8	95.3	106.3	27.0	102.7	97.4	102.0	105.0
OVCAR-4	48.3	107.0	86.2	111.3	101.9	80.2	110.4	90.9	97.2	103.6
SK-OV-3	111.7	116.2	93.2	100.5	110.0	34.5	103.2	105.8	102.2	113.1

(31) OC1(c2ccccc2)c2ccccc2N(c2ccccc2)c2ccc(Cl)cc21 (stereo not given)
(32) S=c1[nH]ccs1
(33) Clc1ccc(C2=NN(c3cc(Cl)cc(Cl)c3)C(c3cccc(Nc4ccnc5cc(Cl)ccc45)c3)C2)cc1 (stereo not given)
(34) COc1cc(C(=O)n2nc(-c3cccnc3)nc2N)cc(OC)c1OC
(35) CCOc1ccccc1N(CCO)CCO
(36) C[C@H]1[C@H](C)CC[C@]2(C(=O)O)CC[C@]3(C)C(=CC[C@@H]4[C@@]5(C)C/C(=C/c6ccco6)C(=O)C(C)(C)[C@@H]5CC[C@]43C)[C@H]12
(37) O=[N+]([O-])c1ccc(/C=C\c2ccc([N+](=O)[O-])cc2)cc1
(38) COc1ccc2c(c1)c(CC(=O)OCC(C)c1ccc(CC(C)C)cc1)c(C)n2C(=O)c1ccc(Cl)cc1 (stereo not given)
(39) NCCCc1nn2c(CCC(=O)c3nc4ccccc4[nH]3)nnc2s1
(40) OCc1ccc(O)c(CO)n1
assay / entry	31	32	33	34	35	36	37	38	39	40
OVCAR-3	-98.1*	104.7	90.9	106.0	107.8	-74.5*[100 µM]	105.2	93.7	109.3	111.6
SF-295	-57.6*	105.0	87.9	97.2	99.1	-79.4*[100 µM]	104.2	101.5	104.9	.
DU-145	-90.6*	105.0	99.0	103.7	106.0	-73.1*[100 µM]	95.6	104.0	.	104.2
PC-3	-75.1*	85.0	67.3	102.9	92.5	-67.1*[100 µM]	95.3	79.3	98.4	96.3
OVCAR-8	-45.0*	100.3	95.3	104.9	103.1	-19.0*[100 µM]	101.1	96.4	107.3	104.6
OVCAR-5	-72.3*	95.7	100.8	99.5	102.5	-48.8*[100 µM]	103.8	101.1	113.3	108.5
U251	-87.9*	105.8	87.1	105.2	100.7	-64.5*[100 µM]	98.2	99.4	106.0	107.1
OVCAR-4	-82.8*	113.6	95.1	91.0	.	.	101.5	100.8	104.9	99.9
SK-OV-3	-89.3*	105.4	85.1	92.7	94.4	-17.3*[100 µM]	102.3	104.1	102.2	109.9

# 12 compounds from above, ordered by molar mass, smallest number first.
(32) S=c1[nH]ccs1
(40) OCc1ccc(O)c(CO)n1
(35) CCOc1ccccc1N(CCO)CCO
(37) O=[N+]([O-])c1ccc(/C=C\c2ccc([N+](=O)[O-])cc2)cc1
(26) Nc1nc(Cl)nc2c1ncn2C1O[C@H](CO)[C@@H](O)[C@@H]1F (stereo not given in full)
(39) NCCCc1nn2c(CCC(=O)c3nc4ccccc4[nH]3)nnc2s1
(31) OC1(c2ccccc2)c2ccccc2N(c2ccccc2)c2ccc(Cl)cc21 (stereo not given)
(30) COc1ccc(Cn2cc(C(=O)N=Nc3c(O)[nH]c4ccc(C)cc34)nn2)cc1
(38) COc1ccc2c(c1)c(CC(=O)OCC(C)c1ccc(CC(C)C)cc1)c(C)n2C(=O)c1ccc(Cl)cc1 (stereo not given)
(36) C[C@H]1[C@H](C)CC[C@]2(C(=O)O)CC[C@]3(C)C(=CC[C@@H]4[C@@]5(C)C/C(=C/c6ccco6)C(=O)C(C)(C)[C@@H]5CC[C@]43C)[C@H]12
(28) CC(C)(C)c1cc(-n2c(-c3cc4ccccc4[nH]c3=O)nc3cc(C(=O)Nc4ccc(Cl)cc4)ccc32)n[nH]1
(33) Clc1ccc(C2=NN(c3cc(Cl)cc(Cl)c3)C(c3cccc(Nc4ccnc5cc(Cl)ccc45)c3)C2)cc1 (stereo not given)
assay / entry	32	40	35	37	26	39	31	30	38	36	28	33
OVCAR-3	104.7	111.6	107.8	105.2	60.7	109.3	-98.1*	107.6	93.7	-74.5*[100 µM]	108.8	90.9
SF-295	105.0	.	99.1	104.2	14.2	104.9	-57.6*	111.2	101.5	-79.4*[100 µM]	96.3	87.9
DU-145	105.0	104.2	106.0	95.6	-3.8*	.	-90.6*	96.0	104.0	-73.1*[100 µM]	101.4	99.0
PC-3	85.0	96.3	92.5	95.3	60.5	98.4	-75.1*	97.3	79.3	-67.1*[100 µM]	91.2	67.3
OVCAR-8	100.3	104.6	103.1	101.1	27.1	107.3	-45.0*	103.8	96.4	-19.0*[100 µM]	94.4	95.3
OVCAR-5	95.7	108.5	102.5	103.8	47.4	113.3	-72.3*	104.8	101.1	-48.8*[100 µM]	93.7	100.8
U251	105.8	107.1	100.7	98.2	27.0	106.0	-87.9*	105.0	99.4	-64.5*[100 µM]	97.4	87.1
OVCAR-4	113.6	99.9	.	101.5	80.2	104.9	-82.8*	103.6	100.8	.	90.9	95.1
SK-OV-3	105.4	109.9	94.4	102.3	34.5	102.2	-89.3*	113.1	104.1	-17.3*[100 µM]	105.8	85.1

# (more compounds)
(41) N#Cc1ccc(CC(=O)c2ccccc2)[nH]c1=O
(42) O=C(N/N=C/c1c(Cl)cccc1Cl)c1cccnc1Nc1cccc(C(F)(F)F)c1
(43) Cc1cc2c(c(C)c1Cl)C(=O)/C(=C/c1ccc(C(C)C)cc1)O2
(44) Cc1ccc(Nc2c(C(N)=O)cnc3ccc(C(=O)/C=C/c4ccc(Cl)cc4)cc23)cc1
(45) COc1ccc(OC)c(-c2cn3nc(-c4cn(C)c5ccccc45)sc3n2)c1
(46) O=C(/C=C/c1ccccc1Cl)c1ccc(O)c(CN2CCN(c3cc4c(cc3F)c(=O)c(C(=O)O)cn4C3CC3)CC2)c1
(47) C/C=C/C=N/N(C(=O)c1cc([N+](=O)[O-])cc([N+](=O)[O-])c1)C1=NC(c2ccccc2)C(c2ccccc2)=NN1 (stereo not given)
(48) O=C1C(Cl)=C(Nc2cccc3ccccc23)C(=O)c2ccccc21
(49) O=C1CCN(Cl)C(=O)N1Cl
(50) COc1ccc(OC2=C(C#N)C(=N)N3c4ccccc4Sc4ccccc4C3N2)cc1 (stereo not given)
assay / entry	41	42	43	44	45	46	47	48	49	50
OVCAR-3	115.6	46.8	98.5	103.0	104.6	51.8	104.3	39.0	107.4	92.1
SF-295	113.8	28.8	93.7	99.5	89.8	80.5	111.1	95.1	105.2	.
DU-145	129.4	49.3	108.7	103.4	99.9	54.6	112.6	111.2	105.6	99.7
PC-3	101.5	24.3	104.2	97.7	84.1	33.4	83.9	43.0	101.9	88.9
OVCAR-8	107.8	49.4	95.2	98.6	95.2	43.1	100.8	71.5	108.9	102.1
OVCAR-5	114.3	53.4	111.4	87.6	77.1	73.4	108.1	133.7	102.0	101.7
U251	107.4	16.4	101.1	.	92.8	.	.	75.6	105.2	105.4
OVCAR-4	101.4	25.1	92.9	117.6	89.1	83.8	90.9	58.6	99.8	111.5
SK-OV-3	108.9	27.0	.	107.3	85.5	87.0	113.1	99.1	96.6	79.3

(51) Cc1cc2nc3c4cc(F)ccc4n(CC#N)c3nc2cc1C
(52) c1ccc(-c2nc3ccccc3[nH]2)c(OCCCCCOc2ccccc2-c2nc3ccccc3[nH]2)c1
(53) CCc1cc(Cl)c(OC)c(C(=O)NCC2CCCN2CC)c1O (stereo not given)
(54) COc1cc(/C=C/C(=O)c2ccc(Nc3ncnc4ccccc34)cc2)cc(OC)c1OC
assay / entry	51	52	53	54
OVCAR-3	118.4	59.7	100.1	82.8
SF-295	93.2	87.3	85.0	96.8
DU-145	92.0	39.9	101.6	71.9
PC-3	91.8	43.4	73.7	78.3
OVCAR-8	86.2	64.3	92.5	57.5
OVCAR-5	101.8	92.2	88.2	108.4
U251	90.2	74.5	83.8	59.5
OVCAR-4	95.6	58.9	86.5	99.6
SK-OV-3	93.4	169.5	79.9	102.8

# Screening data as filed in PubChem.
